Screening results from PubChem.
PAFAH1B3 FP inh: PAFAH1B3 (human) inhibition. recombinant PAFAH1B3, FP-rhodamine probe, fluorescence polarization. inhibition, % at 3.39 µM. hit rate 0.28% among 340,000;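 active means inhibition above the screen-wide average of all tested compounds plus 3 SD, cut at about 25% in these data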;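 further: 0% = enzyme with DMSO only and 100% = wells lacking PAFAH1B3 protein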
PAFAH2 inh: inhibitors of human PAFAH2 | Q99487 | recombinant PAFAH2, FP-rhodamine activity probe, fluorescence polarization | inhibition, % at 3.39 µM | hit rate 0.99% among 340,000;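 active means inhibition above the mean over all tested compounds plus 3 SD, cut at about 30% in these data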;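 further: inhibitors block probe labeling of enzyme so polarization drops; 0% = enzyme with DMSO and 100% = wells lacking PAFAH2 protein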
LYPLA1 counter: counter-screen for PME1 inhibitors: inhibitors of human LYPLA1; O75608; recombinant LYPLA1, FP-Rh probe fluorescence polarization; inhibition, % at 5.9 µM; hit rate 0.16% among 320,000;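 active means inhibition above the mean of all tested compounds plus 3 SD, set per campaign, cut at about 14% in these data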;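 further: inhibitors block serine hydrolase probe labeling of LYPLA1 so polarization falls; 0% = enzyme with DMSO and 100% = wells lacking LYPLA1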
Fam108B inh: counter-screen for RBBP9 inhibitors: inhibitors of mouse Fam108B; recombinant Fam108B, FP-Rh probe fluorescence polarization; inhibition, % at 9.51 µM; hit rate 0.33% among 300,000;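 active means inhibition above the screen mean inhibition plus 3 SD, computed separately per campaign, cut at about 18% in these data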;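 further: inhibitors lower polarization as less probe binds the enzyme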
PAFAH1B2 inh: inhibitors of human PAFAH1B2; inhibition, % at 3.39 µM; P68402; hit rate 1.2% among 340,000; AID 492953; recombinant PAFAH1B2, FP-rhodamine activity probe, fluorescence polarization;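 active means inhibition above the mean of all tested compounds plus 3 SD, cut at about 24% in these data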;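 further: 0% = enzyme with DMSO and 100% = wells lacking PAFAH1B2; many of its hits are not listed in these tables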
PME-1 primary: PME-1 (human) inhibition | recombinant PME-1, FP-Rh probe fluorescence polarization | AID 2130 | hit rate 0.53% among 320,000 | inhibition, % at 5.9 µM | Q9Y570;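 active means inhibition above the campaign mean of all compounds plus 3 SD, cut at about 26% in these data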;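 further: competitive labeling of PME-1 active site by serine hydrolase directed probe; 0% = PME-1 with DMSO and 100% = wells lacking PME-1 enzyme; inhibitors block probe labeling so polarization falls and inhibition rises; many of its hits are not listed in these tables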
Target sequence (Q9Y570 whole entry, looked up): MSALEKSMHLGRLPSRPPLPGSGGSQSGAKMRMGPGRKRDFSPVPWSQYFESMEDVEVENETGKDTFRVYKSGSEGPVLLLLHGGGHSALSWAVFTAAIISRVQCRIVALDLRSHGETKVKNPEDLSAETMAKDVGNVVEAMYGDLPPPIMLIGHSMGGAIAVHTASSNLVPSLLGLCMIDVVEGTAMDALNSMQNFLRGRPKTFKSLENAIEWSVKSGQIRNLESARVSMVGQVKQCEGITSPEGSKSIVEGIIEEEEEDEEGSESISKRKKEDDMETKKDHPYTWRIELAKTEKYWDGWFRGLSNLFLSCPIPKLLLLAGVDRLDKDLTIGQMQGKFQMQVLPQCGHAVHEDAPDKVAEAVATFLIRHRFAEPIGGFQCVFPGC
pPAFAH inh: pPAFAH (human) enzyme inhibition; Q13093; recombinant pPAFAH, FP-rhodamine probe fluorescence polarization; inhibition, % at 3.39 µM; hit rate 1.5% among 330,000; AID 463082;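 active means inhibition above the mean inhibition across the screen plus 3 SD, cut at about 25% in these data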;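 further: inhibitors block binding of the rhodamine activity-based probe so polarization drops; 0% = enzyme with DMSO and 100% = wells lacking pPAFAH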
PAD4 FP inh: inhibitors of human PAD4; Q9UM07; recombinant PAD4, RCA probe fluorescence polarization; inhibition, % at 6.36 µM; hit rate 0.41% among 330,000;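 active means percent inhibition above a cutoff equal to the mean of all tested compounds plus 3 SD, cut at about 15% in these data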;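 further: 0% = PAD4 with RCA probe and DMSO and 100% = probe without PAD4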
Target sequence (Q9UM07 whole entry, looked up): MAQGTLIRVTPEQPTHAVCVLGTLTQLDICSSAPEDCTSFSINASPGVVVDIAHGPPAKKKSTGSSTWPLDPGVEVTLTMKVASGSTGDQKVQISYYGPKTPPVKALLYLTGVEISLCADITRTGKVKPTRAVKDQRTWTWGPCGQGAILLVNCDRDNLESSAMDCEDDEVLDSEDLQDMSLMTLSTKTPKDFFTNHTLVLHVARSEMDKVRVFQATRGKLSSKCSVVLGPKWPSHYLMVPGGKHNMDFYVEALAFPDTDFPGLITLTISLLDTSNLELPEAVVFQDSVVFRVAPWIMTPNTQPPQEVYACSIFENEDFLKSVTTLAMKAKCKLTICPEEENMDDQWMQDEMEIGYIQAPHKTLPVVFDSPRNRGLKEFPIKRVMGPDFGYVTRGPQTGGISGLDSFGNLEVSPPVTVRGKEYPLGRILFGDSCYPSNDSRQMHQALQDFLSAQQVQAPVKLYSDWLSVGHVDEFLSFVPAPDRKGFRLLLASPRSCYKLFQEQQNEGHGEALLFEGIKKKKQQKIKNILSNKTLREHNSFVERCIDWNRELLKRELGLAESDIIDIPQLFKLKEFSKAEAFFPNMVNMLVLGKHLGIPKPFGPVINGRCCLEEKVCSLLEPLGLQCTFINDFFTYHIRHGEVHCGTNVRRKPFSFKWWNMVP
GSTO1 counter: blocks human GSTO1 in RBBP9 counter-screen; P78417; recombinant GSTO1, activity-based probe fluorescence polarization; hit rate 1.1% among 300,000; inhibition, % at 5.96 µM;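 active means inhibition above the campaign mean inhibition plus 3 SD, cut at about 35% in these data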;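 further: 0% = GSTO1-1 with DMSO and 100% = wells lacking GSTO1-1 enzyme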
* hit, by the source's call; · = not tested or not shown; & = joins results of further samples.

SMILES | PAFAH1B3 FP inh | PAFAH2 inh | LYPLA1 counter | Fam108B inh | PAFAH1B2 inh | PME-1 primary | pPAFAH inh | PAD4 FP inh | GSTO1 counter
Cc1cnc(-n2c(=S)[nH]c3ccccc3c2=O)s1 | 5 | 4 | -2 | · | 3 | -4 | -6 | 4 | ·
COc1cc(CN=C(C)c2c(O)n(C3CCCCC3)c(=O)[nH]c2=O)cc(OC)c1 | 4 | 7 | -5 | 0 | 8 | -2 | 6 | -1 | -3
COCCNC(=O)c1c(N)n(CCC(C)C)c2nc3ccccc3nc12 | 14 | 4 | -1 | 7 | 5 | 7 | 13 | 40* | 75*
Cc1nc2ccccc2c(=O)n1-c1ccc(Br)cc1[N+](=O)[O-] | 3 | 6 | -2 | 0 | -1 | -6 | 6 | 5 | 5
Cc1cc(Cl)ccc1OC(C)C(=O)O (stereo unspecified) | 6 | 4 | -3 | -2 | 5 | -7 | 0 | -2 | 3
CCC1(CC)C(=O)NC(=Nc2cccc(C(F)(F)F)c2)NC1=O | 0 | -5 | 5 | -3 | 6 | 2 | 8 | -3 | 2
Cc1ccc(C(=O)N[C@@H](C)CN2C3=NC[C@H](Cc4ccccc4)N3C[C@H]2Cc2ccc(O)cc2)cc1Br | · | · | 3 | 0 | · | 8 | 4 | -5 | -1
COc1ccc(C(CC(=O)N2CCC3(CC2)OCCO3)NS(=O)(=O)c2ccc(OC)cc2)cc1 (stereo unspecified) | 2 | 4 | 2 | -4 | 1 | 1 | -2 | -5 | 3
CC(C)(C)NC(=O)Cn1cc(C(=O)c2ccccc2F)c2ccccc21 | 0 | -11 | -1 | 6 | 6 | 2 | 5 | 3 | -4
COc1cc2[nH]c(C(=O)N3CCC4(CC3)OCCO4)cc2c(OC)c1OC | 2 | 13 | 0 | -2 | -5 | 1 | 7 | -4 | -3
Cc1cc(-c2ccccc2)cc(-c2ccccc2)[n+]1CCc1ccccc1 | 10 | 0 | -1 | 2 | 4 | 2 | 3 | 6 | 0
Cc1ccc(CNCCc2ccccc2F)cc1 | -3 | 0 | -1 | 1 | 0 | 5 | 3 | 2 | 2
Brc1cc2c(cc1CN1CCN(c3ccccc3)CC1)OCCO2 | 6 | 2 | -5 | 1 | 3 | 3 | 7 | -2 | -3
C=CCN1C(=O)C2(C(C(=O)OCC)=C(N)Oc3ccccc32)C2=C1CCCC2=O (stereo unspecified) | 9 | 2 | 0 | -3 | 1 | -5 | 1 | -3 | 4
O=S(=O)(NC1CCCCCCC1)OCC(Cl)(Cl)Cl | -5 | 7 | -3 | 1 | 48* | 2 | 29* | 1 | 1
Cn1c(O)c(C=NC2CC(C)(C)NC(C)(C)C2)c(=O)n(C)c1=O | -9 | 0 | -3 | 2 | 3 | 6 | 5 | 1 | 1
Cc1ccc(-n2c(-c3cccs3)nc3ccccc3c2=O)cc1 | 1 | 4 | -3 | 1 | 2 | -1 | 3 | 3 | 6
COc1ccc(-n2c(/C=C3/C(=O)Nc4ccccc43)nc3ccccc3c2=O)cc1 | -5 | -3 | -1 | 5 | -2 | 3 | 2 | 3 | 0
COc1cccc(C2CCN(CC(=O)Nc3cc(Cl)ccc3OC)CC2O)c1 (stereo unspecified) | 8 | -1 | -1 | 6 | 4 | 2 | 33* | 1 | -3
C=CCn1c(O)c(C=NC2CCN(Cc3ccccc3)CC2)c(=O)[nH]c1=O | -1 | 4 | 2 | -1 | 8 | 1 | 8 | -4 | -10
CCCNC(=O)N1[C@H]2CC[C@@H]1C(C(=O)OC)=C(c1cccc(C#N)c1)C2 | 20 | -10 | -1 | · | -3 | 1 | -1 | 3 | ·
C=C1N2CCC(CC2)C1(O)c1ccc(C)cc1 (stereo unspecified) | -4 | 3 | -1 | 0 | -3 | -5 | 0 | -4 | -6
COC1=CC=C2[C@H]3Cc4ccc(OC)c5c4[C@@]2(CCN3C)[C@H]1O5 | 3 | 1 | 4 | 1 | 6 | -4 | -1 | -5 | 0
CCN1C(=O)NC(=O)/C(=C\c2cn(CC(=O)N3CCCC3)c3ccccc23)C1=O | 7 | 1 | 2 | 4 | 4 | -4 | 2 | -4 | 8
Cc1ccc(C(=O)COC(=O)Cc2ccccc2)cc1 | 1 | -1 | -5 | -1 | 9 | 0 | 8 | -3 | 1
(further entries)
SMILES | PAFAH1B3 FP inh | PAFAH2 inh | LYPLA1 counter | Fam108B inh | PAFAH1B2 inh | PME-1 primary | pPAFAH inh | PAD4 FP inh | GSTO1 counter
O=C1NC(=O)C(CCc2ccncc2)(CCc2ccncc2)C(=O)N1CCc1ccc(F)cc1 | 4 | -1 | 1 | 5 | 2 | -6 | -3 | -2 | 7
O=C1NC(=O)C(=C/C=C/c2coc3ccc(Br)cc3c2=O)C(=O)N1 | · | · | -110 | -164 | · | -227 | 21 | -26 | -69
Cc1ccc(C)c(Cn2c(C(=O)O)c(C=O)c3ccccc32)c1 | -2 | -6 | -4 | -6 | -4 | -13 | -5 | -2 | 0
COc1cc(/C=C/[N+](=O)[O-])ccc1O | 12 | 7 | 4 | 2 | 1 | 1 | -3 | -5 | 23
CCOC(=O)c1ccc(NC(=O)N2C[C@@H]3C[C@@H](C2)c2cccc(=O)n2C3)cc1 | 13 | 2 | -2 | 0 | 2 | 0 | 2 | 0 | 5
COc1nc(NCC2CCCO2)nc(N2CC3CC(C2)c2cccc(=O)n2C3)n1 (stereo unspecified) | 7 | 3 | -1 | 1 | 1 | 3 | 0 | 0 | 3
CN(C)C(=O)Oc1ccc(Br)c2ccccc12 | -2 | 1 | 3 | -1 | 5 | 2 | 9 | 0 | 11
CC(=O)N1N=C(c2cccnc2)CC1c1ccccc1O (stereo unspecified) | 14 | 1 | -1 | 3 | 7 | 2 | -1 | 4 | -5
CCCCCn1c(=O)c(C(=O)NCc2ccc(Cl)cc2)c(O)c2ccccc21 | 5 | -1 | -1 | -3 | 5 | -8 | 0 | -4 | -1
O=c1ccc2cc3ccoc3c(O)c2o1 | 8 | 5 | · | · | 7 | · | 1 | -13 | ·
Cc1ccc(S(=O)(=O)N[C@@H](CCCCN)C(=O)CCl)cc1 | 12 | -2 | 3 | 0 | -3 | -1 | -3 | 0 | 10
C#CCN[C@H](C)Cc1ccccc1 | 1 | 2 | 6 | 4 | 0 | 0 | 2 | 3 | 7
CCOP(=O)(Cc1cc(C(C)=O)c(C)o1)OCC | 1 | 9 | 1 | 0 | 4 | 5 | 1 | 0 | 12
CCn1c(=O)cc(OCC(=O)N2CCC3(CC2)OCCO3)c2ccccc21 | 9 | -5 | -2 | 2 | 1 | 2 | -3 | 0 | 0
C=CCn1c(O)c(C(CC)=Nc2ccc(N(CC)CC)cc2)c(=O)[nH]c1=O | 4 | 2 | 2 | 5 | 9 | 1 | 11 | -12 | 13
CCCCCCn1c(=O)c(C(=O)Nc2c(C)n(C)n(-c3ccccc3)c2=O)c(O)c2ccccc21 | -4 | -5 | -1 | -1 | -5 | -4 | 1 | 1 | 4
CC(=NCc1cccnc1)c1c(O)n(C2CCCCC2)c(=O)[nH]c1=O | 14 | 7 | -4 | 0 | 0 | 1 | -4 | -8 | -4
COc1ccc(OC)c(-n2c(O)c(/C=C3\C(C)=Nc4ccccc43)c(=O)[nH]c2=O)c1 | · | · | 0 | -2 | · | 1 | 13 | -7 | -9
Cc1cccc(N2C(=O)NC(=O)/C(=C\c3cnn(-c4ccccc4)c3)C2=O)c1 | 1 | 39* | -4 | 4 | -1 | -4 | 7 | 0 | -2
O=C(OCC(=O)c1ccc([N+](=O)[O-])cc1)/C(=C/c1ccc(Cl)cc1)NC(=O)c1ccccc1 | 10 | -3 | -6 | -2 | 3 | 3 | 3 | -6 | 8
COc1cccc([C@@]2(O)CCCC[C@@H]2CN(C)C)c1 | 2 | 8 | -1&-3 | -1&1 | 3 | -3&-4 | -1&0 | 0&1 | 0&3
N#CC1=C(N)Oc2c(c(=O)oc3ccccc23)C1c1cccnc1 (stereo unspecified) | 3 | -7 | 1 | 0 | 2 | 0 | 4 | 2 | 1
O=C(N/N=C1/CN2CCC1CC2)c1cc2ccccc2cc1O | 17 | 10 | -13 | 9 | 8 | 9 | 40* | -5 | -1
COC(=O)C1=C(c2ccc(-c3ccccc3)c(F)c2)C[C@@H]2CC[C@H]1N2C(=O)NCCNC(C)=O | 7 | 2 | -2 | · | 3 | 2 | 2 | 0 | ·
CC1=C2[C@H]3OC(=O)[C@@H](C)[C@@H]3CC[C@@]2(C)C=CC1=O | 8 | -6 | 6 | 2 | -3 | 6 | 3 | -3 | 4
Cc1[nH]c2ccccc2c1CCN | 5 | 0 | -6 | 5 | 1 | 3 | -4 | -2 | 9
COc1cc2c(c(OC)c1)C(=O)OC(C)CCCC(=O)CCCCC2 (stereo unspecified) | 6 | 4 | 0 | 1 | 1 | 5 | 1 | -2 | 2
CCOC(=O)c1c(C)n(CCN2CCN(C)CC2)c2ccc(OC)cc12 | 7 | 9 | 1 | 0 | -2 | 0 | 0 | -1 | -1
Cc1ccc(C(=O)N[C@@H](C)CN2C3=NC[C@@H](Cc4ccccc4)N3C[C@H]2Cc2ccc(O)cc2)cc1Br | · | · | 2 | 3 | · | -2 | 5 | -5 | -3
CN(C)CCN(CC1CCCN(Cc2ccccc2F)C1)C(=O)Cc1c(F)cccc1F (stereo unspecified) | 7 | -3 | 3 | 2 | 5 | 6 | 3 | -4 | 4

11 compounds from above, ordered by molecular weight, low to high:
SMILES | PAFAH1B3 FP inh | PAFAH2 inh | LYPLA1 counter | Fam108B inh | PAFAH1B2 inh | PME-1 primary | pPAFAH inh | PAD4 FP inh | GSTO1 counter
Cc1[nH]c2ccccc2c1CCN | 5 | 0 | -6 | 5 | 1 | 3 | -4 | -2 | 9
COc1cc(/C=C/[N+](=O)[O-])ccc1O | 12 | 7 | 4 | 2 | 1 | 1 | -3 | -5 | 23
Cc1ccc(C)c(Cn2c(C(=O)O)c(C=O)c3ccccc32)c1 | -2 | -6 | -4 | -6 | -4 | -13 | -5 | -2 | 0
N#CC1=C(N)Oc2c(c(=O)oc3ccccc23)C1c1cccnc1 (stereo unspecified) | 3 | -7 | 1 | 0 | 2 | 0 | 4 | 2 | 1
CCOC(=O)c1c(C)n(CCN2CCN(C)CC2)c2ccc(OC)cc12 | 7 | 9 | 1 | 0 | -2 | 0 | 0 | -1 | -1
O=C1NC(=O)C(=C/C=C/c2coc3ccc(Br)cc3c2=O)C(=O)N1 | · | · | -110 | -164 | · | -227 | 21 | -26 | -69
CCCCCn1c(=O)c(C(=O)NCc2ccc(Cl)cc2)c(O)c2ccccc21 | 5 | -1 | -1 | -3 | 5 | -8 | 0 | -4 | -1
O=C1NC(=O)C(CCc2ccncc2)(CCc2ccncc2)C(=O)N1CCc1ccc(F)cc1 | 4 | -1 | 1 | 5 | 2 | -6 | -3 | -2 | 7
COC(=O)C1=C(c2ccc(-c3ccccc3)c(F)c2)C[C@@H]2CC[C@H]1N2C(=O)NCCNC(C)=O | 7 | 2 | -2 | · | 3 | 2 | 2 | 0 | ·
CCCCCCn1c(=O)c(C(=O)Nc2c(C)n(C)n(-c3ccccc3)c2=O)c(O)c2ccccc21 | -4 | -5 | -1 | -1 | -5 | -4 | 1 | 1 | 4
Cc1ccc(C(=O)N[C@@H](C)CN2C3=NC[C@@H](Cc4ccccc4)N3C[C@H]2Cc2ccc(O)cc2)cc1Br | · | · | 2 | 3 | · | -2 | 5 | -5 | -3

An excerpt; count on the stated rates, not on these rows.
